Assay outcomes as filed in PubChem.
Bcl-xL primary: inhibitors of human Bcl-xL | GST-Bcl-xL / FITC-Bim BH3 peptide fluorescence polarization | Q07817 | AID 2129 | inhibition, % at 10.9 µM | 0.7% of 320,000 active;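 active means inhibition above the mean of all tested compounds plus 3 SD, cutoff set per campaign, cut at about 30% in these data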;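 further: 0% = DMSO wells and 100% = unlabeled Bim-BH3 peptide competitor; inhibitors lower millipolarization by displacing the labeled peptide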
VLA-4 inh: inhibition in a human VLA-4 binding assay | P13612 | 0.2% of 330,000 active | VLA-4 expressing cells, ligand binding flow cytometry | inhibition, % (about 7 µM as worked out from the volumes in the protocol); in the data active means inhibition above about 50%
MCL1-BIM inh: MCL1-BIM-BH3 interaction inhibition (human) | Q07820 | GST-MCL1 / FITC-Bim-BH3 fluorescence polarization | inhibition, % at 10.9 µM | 0.68% of 320,000 active;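 active means inhibition above the mean inhibition of all tested compounds plus 3 SD, set per campaign, cut at about 40% in these data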;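 further: 0% = DMSO wells and 100% = unlabeled Bim-BH3 peptide control; higher means more loss of mP so more displacement of Bim peptide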
Target sequence (Q07820 whole entry, looked up): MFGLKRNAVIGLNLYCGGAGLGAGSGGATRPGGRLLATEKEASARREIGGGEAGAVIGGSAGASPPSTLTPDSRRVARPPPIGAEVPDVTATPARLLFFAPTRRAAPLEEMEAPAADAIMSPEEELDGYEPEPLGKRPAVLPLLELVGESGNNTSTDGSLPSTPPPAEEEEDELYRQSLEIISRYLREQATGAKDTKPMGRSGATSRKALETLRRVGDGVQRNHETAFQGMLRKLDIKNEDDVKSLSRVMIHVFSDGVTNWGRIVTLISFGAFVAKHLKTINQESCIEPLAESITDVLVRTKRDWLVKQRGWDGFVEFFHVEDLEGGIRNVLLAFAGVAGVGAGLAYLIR
MEX-5 binding: C. elegans MEX-5 TCR-2 RNA binding activity; MEX-5/FITC-TCR2 RNA binding, fluorescence polarization; active compounds read low; activity score (negative = inhibition of binding), % at 10 µM; 0.38% of 300,000 active; AID 1832;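 active means inhibition past about -25% in most replicates, and total fluorescence under double the plate's negative control median, limit read from the data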;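 further: 0% = DMSO and -100% = 5 µM competing unlabeled TCR2 RNA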
Fam108B inh: blocks mouse Fam108B hydrolase in RBBP9 counter-screen. recombinant Fam108B, FP-Rh probe fluorescence polarization. inhibition, % at 9.51 µM. 0.33% of 300,000 active. AID 1947;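 active means inhibition above the screen mean inhibition plus 3 SD, computed separately per campaign, cut at about 18% in these data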;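 further: inhibitors lower polarization as less probe binds the enzyme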
GRK2 inh: blocks RNA aptamer binding to human GRK2 | inhibition of aptamer binding, % at 10 µM | bead flow cytometry, FAM-aptamer displacement from GRK2 | P25098 | 0.59% of 330,000 active;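 active means inhibition of aptamer binding above 40%, roughly 3 SD of noise, on plates passing a quality check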;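 further: median bead fluorescence of bound FAM aptamer so fluorescent compounds give negative values; no value below 0 was filed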
GLD-1 TGE inh: GLD-1-TGE RNA interaction inhibition (C. elegans); Q17339; AID 2280; 0.44% of 320,000 active; inhibition, % at 5.96 µM; purified GLD-1 + fluorescein TGE RNA, fluorescence polarization;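 active means percent inhibition above a per-plate cutoff, the plate mean of test compounds plus 3 SD, cut at about 30% in these data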;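 further: 0% = DMSO wells with GLD-1 and probe and 100% = wells lacking GLD-1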
PME-1 primary: blocks human protein phosphatase methylesterase 1 | Q9Y570 | recombinant PME-1, FP-Rh probe fluorescence polarization | inhibition, % at 5.9 µM | 0.53% of 320,000 active;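 active means inhibition above the campaign mean of all compounds plus 3 SD, cut at about 26% in these data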;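 further: competitive labeling of PME-1 active site by serine hydrolase directed probe; 0% = PME-1 with DMSO and 100% = wells lacking PME-1 enzyme; inhibitors block probe labeling so polarization falls and inhibition rises; many of its hits are not listed in these tables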
Target sequence (Q9Y570 whole entry, looked up): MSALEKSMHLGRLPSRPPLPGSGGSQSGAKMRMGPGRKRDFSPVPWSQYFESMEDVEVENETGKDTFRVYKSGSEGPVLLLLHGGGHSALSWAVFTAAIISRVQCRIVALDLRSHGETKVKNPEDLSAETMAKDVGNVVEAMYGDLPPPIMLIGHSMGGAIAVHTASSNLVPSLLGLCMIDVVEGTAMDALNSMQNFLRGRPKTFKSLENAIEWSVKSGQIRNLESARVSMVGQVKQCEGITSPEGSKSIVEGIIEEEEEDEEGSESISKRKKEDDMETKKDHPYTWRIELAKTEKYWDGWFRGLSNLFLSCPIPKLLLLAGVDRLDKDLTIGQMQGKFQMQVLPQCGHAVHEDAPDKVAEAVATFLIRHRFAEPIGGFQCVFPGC
Efflux pump mplx: blocks antifungal efflux pumps in multiplex yeast assay; inhibition, % at 10 µM; AID 485275; S. cerevisiae Candida pump triplex, Nile Red efflux; 0.44% of 330,000 active;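 active means plate passing quality check with inhibition over a set limit, or well fluorescence over plate mean plus 4 SD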;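 further: Nile Red retained in pooled yeast measured as flow cytometry median fluorescence; 0% = buffer negative control and 100% = Enniatin B positive control; higher means more Nile Red kept so more efflux inhibition; some compounds called inactive have numbers as strong as hits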
Numbers without * were called inactive; nt = not tested or not shown. Not all compounds are listed; count on the stated rates, not on these rows.

cpd	SMILES	Bcl-xL primary	VLA-4 inh	MCL1-BIM inh	MEX-5 binding	Fam108B inh	GRK2 inh	GLD-1 TGE inh	PME-1 primary	Efflux pump mplx
1	COc1ccc(NC(=O)C2CCN(S(=O)(=O)c3ccc(OC)c(OC)c3)CC2)c(OC)c1	3	-3	-2	1.1	-3	1	1	1	-0.1
2	O=C(Cn1cccc1C(=O)c1ccccc1)NCCc1ccccc1	3	10	2	2.0	-1	0	3	0	0.0
3	CCn1c(-c2csc(-c3ccc(Cl)cc3)n2)n[nH]c1=S	-16	-8	-16	-1.9	-2	0	-2	-2	0.0
4	Cc1c(NC(=O)CN2C(=O)NC3(CCC(C)CC3)C2=O)c(=O)n(-c2ccccc2)n1C (stereo not given)	4	8	1	-1.4	-1	1	3	5	0.0
5	Cc1cc(C)nc(SCC(=O)Nc2cc(C)on2)n1	1	10	0	-1.4	1	0	-6	0	-0.3
6	CN(C)S(=O)(=O)c1ccc(Cl)c(NC(=O)COC(=O)C2CSC3(C)CCC(=O)N23)c1 (stereo not given)	6	9	3	1.1	2	0	-4	3	-0.5
7	CC1(C)Cc2c(c(-c3ccco3)nc3sc4c(NCCCO)ncnc4c23)CO1	10	10	9	-3.5	1	0	-2	1	0.1
8	CCOC(=O)N1CCN(S(=O)(=O)c2ccc(OC)c(Br)c2)CC1	2	0	-4	0.3	4	0	3	4	0.0
9	COc1ccccc1CSc1nc2ccccc2[nH]1	-4	4	-4	1.2	-4	3	5	2	0.1
10	CCOC(=O)C1=C(CSc2nc(-c3ccccc3)ccc2C#N)OC(N)=C(C#N)C1c1ccccc1 (stereo not given)	-23	-134	-45	4.5	-22	0	-28	-29	0.1
11	O=C(Nc1ccc2ccccc2n1)Nc1cccs1	0	0	-6	0.5	0	0	-6	-5	0.1
12	Cc1cc2c(cc1C)NC(=O)CC(C(F)(F)C(F)(F)C(F)(F)F)=N2	5	32	-6	-0.5	-1	1	2	-6	-0.1
13	COC(=O)c1sc(NC(=O)COc2ccccc2)nc1C	0	-1	3	-0.2	0	0	6	-6	0.0
14	CCCOc1ccc(OCCSc2nnc(N)s2)cc1	-1	-6	7	-2.6	6	0	-3	-10	0.1
15	C=C1CCN([C@@H](CC(C)C)C(=O)NN2CCOCC2)S(=O)(=O)c2ccccc21	-5	-10	-2	4.4	-8	3	-1	-2	-0.2
16	CC(O)[C@H]1CNC(=O)C(=O)N1CC(C)(C)C (stereo not given in full)	3	7	0	-0.2	0	1	7	-4	0.0
17	CN(CC(=O)Nc1c(Cl)cccc1Cl)C(=O)CCc1nc2sc3c(c2c(=O)[nH]1)CCCC3	4	9	15	0.7	-3	0	0	0	0.0
18	S=C1NCN(Cc2cccnc2)CN1c1cccc(Cl)c1	3	27	4	nt	-1	0	5	1	0.0
19	CC(C)(C)CN1C(N)=NC[C@@H]1Cc1ccccc1	2	-6	-8	-1.7	5	0	2	4	0.1
20	CCOc1ccc(-c2cc(C(=O)NCCCN3CCN(CC)CC3)c3ccccc3n2)cc1	5	0	1	-1.8	-1	1	11	4	-0.1
21	CCOC(=O)c1ccc(-n2c(CN3CCN(CC)CC3)nc3ccc([N+](=O)[O-])cc3c2=O)cc1	1	1	1	1.5	1	0	4	0	0.0
22	O=C(Nc1ccccc1-c1ccccc1)C1CCCC1	3	19	21	2.5	6	0	6	1	-0.1
23	COc1cc2[nH]c(C(=O)N(C)C3CCS(=O)(=O)C3)cc2c(OC)c1OC (stereo not given)	7	0	10	0.4	0	0	-5	3	-0.1
24	COc1cc(/C=C/C(=O)O)cc(S(=O)(=O)Nc2ccc3c(c2)CCC3)c1OC	1	5	3	-0.5	1	0	4	-1	0.1
25	C[C@H](Nc1ccc(C(F)(F)F)cc1[N+](=O)[O-])C(=O)O	0	1	1	nt	3	1	-3	-7	0.1

The last 5 entries of the section above are carried over, then new ones follow.
cpd	SMILES	Bcl-xL primary	VLA-4 inh	MCL1-BIM inh	MEX-5 binding	Fam108B inh	GRK2 inh	GLD-1 TGE inh	PME-1 primary	Efflux pump mplx
21	CCOC(=O)c1ccc(-n2c(CN3CCN(CC)CC3)nc3ccc([N+](=O)[O-])cc3c2=O)cc1	1	1	1	1.5	1	0	4	0	0.0
22	O=C(Nc1ccccc1-c1ccccc1)C1CCCC1	3	19	21	2.5	6	0	6	1	-0.1
23	COc1cc2[nH]c(C(=O)N(C)C3CCS(=O)(=O)C3)cc2c(OC)c1OC (stereo not given)	7	0	10	0.4	0	0	-5	3	-0.1
24	COc1cc(/C=C/C(=O)O)cc(S(=O)(=O)Nc2ccc3c(c2)CCC3)c1OC	1	5	3	-0.5	1	0	4	-1	0.1
25	C[C@H](Nc1ccc(C(F)(F)F)cc1[N+](=O)[O-])C(=O)O	0	1	1	nt	3	1	-3	-7	0.1
26	O=C(COC(=O)c1cc[n+]([O-])cc1)Nc1ccc(Br)cc1	-2	0	-3	nt	nt	0	0	-1	0.0
27	COC(=O)CCc1c(C)c(C(=O)c2cccc(OC)c2OC)c2ccccn12	3	8	-1	1.3	-2	0	-5	-1	-0.1
28	O=C(Oc1csc(=S)n1C(=O)c1ccccc1)c1ccccc1	13	9	14	-1.3	6	3	7	-3	-0.1
29	c1ccc2c(c1)oc1c(NCc3ccc4c(c3)OCO4)ncnc12	-4	-4	-10	-1.0	5	0	-2	-7	0.0
30	Cc1ccc(NC(=O)c2nc[nH]c2C(=O)NCC(=O)OC(C)(C)C)cc1	5	4	-1	-3.3	-4	0	7	9	0.1
31	Cc1cccc(NC(=S)NN2CCN(C)CC2)c1C	7	16	11	6.5	5	1	3	0	0.0
32	Cc1ccc(C)c(OCc2cc(C(=O)N(C)Cc3nccn3C)no2)c1	8	34	3	-0.4	-4	2	4	-1	0.0
33	Cn1nnnc1SCC(=O)NCc1cccc(C(=O)O)c1	3	-12	-3	-1.2	1	1	11	-2	0.1
34	O=C(CSc1nc(-c2ccc(F)cc2)nc2ccc(F)cc12)Nc1cccc(C(=O)O)c1	5	6	1	3.7	-18	0	-6	-16	-0.1
35	CC(=O)Nc1cc(-c2ccc(F)cc2)[nH]n1	-1	3	-7	0.4	2	1	0	-1	0.0
36	Cc1cc(C)c2sc(N(CCCN(C)C)C(=O)CN3C(=O)c4ccccc4C3=O)nc2c1	0	17	-5	2.5	3	0	-8	2	0.1
37	CCOC(=O)C1(Cc2cccc(F)c2)CCN(Cc2ccc(COC)o2)CC1	2	28	2	-0.1	1	3	2	1	0.0
38	CNC(C)C#Cc1ccc2c(=O)c3c(OC)cccc3oc2c1 (stereo not given)	-1	-41	3	-1.6	1	1	0	3	-0.1
39	C=CCC1(NC(C)c2ccccc2)CCCCC1 (stereo not given)	10	-2	11	-0.7	3	22	-1	-5	-0.2
40	COc1ccccc1NC(=O)C1CCCCC1	1	0	0	-1.6	-1	3	-9	-3	-0.1
41	COc1ccc(N2C(=O)CSC2c2ccc([N+](=O)[O-])cc2)cc1 (stereo not given)	-3	3	2	2.1	0	1	1	3	0.2
42	COc1ccccc1NC(=O)c1ccc(-n2cccn2)nc1	1	3	0	-0.9	1	2	6	0	0.0
43	Cc1cc(C)n(-c2ccc(-n3ccnc3)nn2)n1	4	12	7	-0.2	4	1	1	1	-0.1
44	Clc1ccc(Nc2nc3cccnc3s2)cc1	9	5	4	-0.7	5	1	1	9	0.1
45	Cc1cccc(NC(=O)Nc2c(C)[nH]c(=O)[nH]c2=O)c1C	0	-9	1	1.3	-1	0	0	-4	0.0
46	O=C(CCSc1nc(-c2ccc3c(c2)OCO3)cc(C(F)(F)F)n1)NCc1ccccc1	0	-36	5	0.9	-7	0	3	-2	0.0
47	CCc1ccc(OCC(=O)OC2CCS(=O)(=O)C2)cc1 (stereo not given)	5	4	0	0.1	-7	5	2	4	0.0
48	CN(C)CCO/N=C(\c1ccc(Br)cc1)c1cccnc1	3	7	-3	-0.5	2	3	-1	1	-0.2
49	COc1ccccc1NC(=O)C(=O)N1CCCC1	6	2	1	2.2	-3	1	3	-1	-0.1
50	CCn1c(SCC(=O)N2CCCc3ccccc32)nc2c(c1=O)SC(C)C2 (stereo not given)	2	11	5	nt	3	2	3	5	0.2

(more compounds)
cpd	SMILES	Bcl-xL primary	VLA-4 inh	MCL1-BIM inh	MEX-5 binding	Fam108B inh	GRK2 inh	GLD-1 TGE inh	PME-1 primary	Efflux pump mplx
51	FC(F)(F)COc1nc(N2CCCCC2)nc(N2CCNCC2)n1	7	5	13	0.8	1	0	0	-4	-0.2
52	C/C(=N/NS(=O)(=O)c1ccc(Br)cc1)c1ccc(NC(=O)c2ccc(C)o2)cc1	8	4	0	-2.2	3	0	7	-2	0.1
53	CCCCCCCC(=O)OCC(O)CO (stereo not given)	0	-2	5	1.8	-4	1	1	-1	0.0
54	CC(=O)Nc1nc2n(n1)C(c1ccc(F)cc1)C=C(c1ccccc1)N2 (stereo not given)	52*	-18	47*	-17	-1	0	37*	-2	-0.1
55	O=C(O)CSc1nnc(-c2ccc3c(c2)OCO3)o1	-3	2	0	-0.7	0	0	2	-1	0.1
56	C=C(C)[C@@H]1CC=C(CN2CCC(CCOC)(C(=O)OCC)CC2)CC1	4	4	2	0.8	-4	0	3	5	-0.1
57	CCCCOC(=O)Nc1ccc(N2CCCCC2)cc1	6	2	1	2.1	-2	0	-8	-5	-0.1
58	COC(=O)c1cc2c(cc1Cl)N1CCCCCC1=NS2(=O)=O	2	-12	-2	-1.7	1	1	3	-2	0.0
